# Shiga toxin inh: Shiga toxin inhibition | Vero cells, Shiga toxin protein synthesis inhibition reporter | inhibition, % at 38.7 µM | hit rate 9.2% among 290,000 | AID 2315; in the data active = inhibition mostly above about 28%, no sharp cut-off; inactive = mostly below about 43%; also: 0% is about no effect
# Pf growth 48h: inhibits P. falciparum growth in the first generation, 48 h. P. falciparum luciferase growth in erythrocytes, 48 h. Potency, µM (doses to about 28.7 µM), without a hit: at the top dose activity change, negative = inhibition, most hits filed as inhibitors. hit rate 5.9% among 310,000. AID 504832; also: potency is read from the fitted curve at half-maximal effect; % is scaled to controls: 0 for no effect and ±100 for the full control effect
#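 Growth was read as firefly luciferase luminescence after a 48 h, 37 C, 5% CO2 exposure of compounds to reporter-bearing P. falciparum cultures (0.1% parasitemia, 2% hematocrit final) in Albumax-supplemented RPMI 1640.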
# HCV inh: blocks hepatitis C virus; AID 651820; Potency, µM (highest dose often 41.8 µM), for inactives: top-dose activity change, negative = inhibition, hits mostly inhibitors; Huh7.5.1 HCVcc-Cre infection, luciferase reporter, 44 h; hit rate 3.4% among 340,000; also: potency is read from the fitted curve at half-maximal effect; % is scaled to controls: 0 for no effect and ±100 for the full control effect
#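 Antiviral activity was scored by luciferase reporter output from cells infected with HCVcc-Cre (~0.5 moi) in presence of compound, 44 h infection period, cells seeded 1,000/well 4 h prior.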
# LmPK inhibitor: blocks Leishmania mexicana pyruvate kinase activity. purified LmPK, Kinase-Glo ATP luminescence, 1 h. Potency, µM (doses to about 57.5 µM), without a hit: at the top dose activity change, negative = inhibition, usual class: inhibitors. hit rate 0.37% among 290,000. Q27686; also: potency is read from the fitted curve at half-maximal effect; % is scaled to controls: 0 for no effect and ±100 for the full control effect
# Target sequence (Q27686 whole entry, looked up): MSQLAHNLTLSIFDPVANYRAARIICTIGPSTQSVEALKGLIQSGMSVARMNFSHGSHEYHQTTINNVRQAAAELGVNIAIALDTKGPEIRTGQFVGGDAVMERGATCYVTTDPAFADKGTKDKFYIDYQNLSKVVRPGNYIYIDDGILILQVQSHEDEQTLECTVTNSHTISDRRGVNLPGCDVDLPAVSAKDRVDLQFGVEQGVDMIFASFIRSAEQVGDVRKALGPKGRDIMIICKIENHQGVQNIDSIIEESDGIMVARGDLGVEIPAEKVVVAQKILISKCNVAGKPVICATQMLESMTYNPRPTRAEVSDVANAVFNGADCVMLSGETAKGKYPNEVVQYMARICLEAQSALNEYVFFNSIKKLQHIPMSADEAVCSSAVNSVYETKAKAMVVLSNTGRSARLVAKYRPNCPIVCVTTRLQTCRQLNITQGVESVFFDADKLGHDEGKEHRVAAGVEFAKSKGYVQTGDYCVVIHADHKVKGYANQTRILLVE
#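 qHTS format; LmPK 0.1 nM; substrates PEP 0.5 mM and ADP 0.1 mM. One-hour room-temperature incubation, then coupled luciferase luminescence; 0.5 nM enzyme wells mark activation.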
# Pf growth 96h: P. falciparum growth inhibition at 96 hours | P. falciparum luciferase reporter growth, 96 h | Potency, µM (top dose mostly 28.7 µM), for inactives: top-dose activity change, negative = inhibition, usual class: inhibitors | hit rate 6.9% among 320,000; also: potency is read from the fitted curve at half-maximal effect; % is scaled to controls: 0 for no effect and ±100 for the full control effect
#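 P. falciparum expressing integrated firefly luciferase grown in erythrocytes (2% hematocrit, 0.05% parasitemia final) with compounds for 96 hours at 37 C, 5% CO2. Growth inhibition read as loss of luminescence after adding luciferase detection reagent.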
# Tb PYK inh: inhibitors of Trypanosoma brucei pyruvate kinase. TbPYK enzyme, Kinase-Glo Plus ATP luminescence, 45 min. hit rate 0.12% among 410,000. Potency, µM (series often up to 76.8 µM), inactives show top-dose activity, negative = inhibition, actives largely listed as inhibitors. Q57TT1; also: potency is read from the fitted curve at half-maximal effect; % is scaled to controls: 0 for no effect and ±100 for the full control effect; nearly all actives have a fitted effect of over 50% in size
#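 Quantitative HTS: titrated library compounds versus trypanosomal pyruvate kinase in TEA buffer (pH 7.2) containing KCl, MgCl2, BSA and Tween-20. Reactions were initiated with ADP, 130 uM final. Kinase-Glo Plus luminescence was read after 45 min at RT.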
# Cycloheximide cs: affects cycloheximide protein synthesis inhibition readout, counter-screen. cell reporter, cycloheximide protein synthesis inhibition counterscreen. hit rate 12% among 300,000. AID 2314. max response, %; in the data active = max response mostly above about 13%, no sharp cut-off; inactive = mostly below about 14%; also: read at 38.3 µM for the half of the compounds with a filed dose; 0% is about no effect
# Starred values were filed as active, the others as inactive; u = inconclusive; x = no result given; & = joins results of further samples; [ ] = remark or other dose. Unless noted, calls follow the shape of the dose curve; as a rule, active = well fitted curve in the direction sought with a large enough effect; inconclusive = small, poorly fitted or top-dose-only effect, or another doubt; inactive = no such curve, though single readings can be large; an effect the other way counts as inactive or inconclusive.
1) CC(NC(=O)c1ccccc1Cl)C(=O)N1CCN(Cc2ccc3c(c2)OCO3)CC1 (configuration not stated)
2) O=C(CC1NCCNC1=O)Nc1ccc([N+](=O)[O-])cc1 (configuration not stated)
3) COc1ccc(C(=O)C2CCCN(C(=O)c3cc(C(C)C)no3)C2)cc1F (configuration not stated)
4) CC1(C)OC(=O)C=C[C@]2(C)[C@H]3CC[C@@]4(C)[C@H](C(=O)O)OC(=O)[C@H]5O[C@]54[C@]3(C)C(=O)C[C@@H]12
5) COc1ccc2c(c1OC)C(=O)N(c1cccc(NC(C)=O)c1)C2
6) Cc1nn(-c2ccccc2)c(C)c1C(=O)OCC(=O)N1c2ccccc2NC(=O)C1(C)C
7) COc1cccc(OC)c1C(=O)NC(=S)Nc1cccc(NC(=O)c2ccco2)c1
8) Cc1cc([N+](=O)[O-])c(C)cc1-c1ccc(/C=N/NC(=O)Cn2nnnc2N)o1
9) COc1ccc2nc(SCc3cccnc3)c(C#N)cc2c1
10) Cc1ccc(S(=O)(=O)NCC(=O)OCCOc2cccc(Cl)c2)cc1

Screen / compound no.	1	2	3	4	5	6	7	8	9	10
Shiga toxin inh	x	9	8	x	28	-5	2	51	5	x
Pf growth 48h	5%	8%	-5%	10%	64%[activator]	x	-19%	21%	0%	-20%
HCV inh	-15%	4%	-5%	12%	0%	u	15%	23%	-29%	-13%
LmPK inhibitor	x	-1%	4%	x	0%	1%	0%	-19%	-1%	x
Pf growth 96h	-6%	33%[activator]	u	17%	41%[activator]	-88%	-4%	u	u	-13%
Tb PYK inh	2%	-2%	2%	3%	-11%	0%	-4%	0%	2%	-1%
Cycloheximide cs	x	1	-1	x	23*	10	-2	0	-4	x

11) Cc1ccc(N(CC(=O)NCC2CCCO2)C(=O)CCC(=O)Nc2ccccn2)cc1C (configuration not stated)
12) O=C(NCc1ccccc1)C12CN(Cc3ccccc3)CC1C(c1cccc([N+](=O)[O-])c1)=NO2 (configuration not stated)
13) O=C(COC(=O)c1ccccc1[N+](=O)[O-])NNC(=O)c1cccs1
14) CCOC(=O)c1c(NC(=O)c2noc3c2CCCC3)sc(C)c1C
15) CNC(=O)CN(c1cc(C)ccc1C)S(C)(=O)=O
16) Cc1sc2ncn(CC(=O)N3CCC(C(N)=O)CC3)c(=O)c2c1S(=O)(=O)N1CC(C)CC(C)C1 (configuration not stated)
17) Cc1ccc(-n2ccc(=O)c(C(=O)Nc3ccc(S(=O)(=O)N4CCOCC4)cc3)n2)cc1
18) NC(=O)c1sc2nc(-c3ccccc3)ccc2c1N
19) CNC(=S)N(Cc1cc2ccc(OC)cc2[nH]c1=O)CC1CCCO1 (configuration not stated)
20) CC(=O)OC(C)(CCC(C)(OC(C)=O)C(C)=O)C(C)=O (configuration not stated)

Screen / compound no.	11	12	13	14	15	16	17	18	19	20
Shiga toxin inh	8	-15	11	-7	7	-12	15	97*	9	10
Pf growth 48h	2%	u	0%	51%[activator]	-14%	u	23%	u	-23%	6%
HCV inh	-8%	u	x	x	8%	-3%	5%	9%	-29%	12%
LmPK inhibitor	-2%	2%	1%	2%	1%	-1%	3%	1%	-1%	-2%
Pf growth 96h	u	1%	14%	u	-13%	-9%	0%	0%	13µM*	2%
Tb PYK inh	0%	0%	9%	x	-2%	2%	-2%	-3%	-4%	6%
Cycloheximide cs	7	-1	-2	2	-3	1	-4	35*	-4	-2

21) O=C(CSc1ccccc1C(=O)O)c1ccc([N+](=O)[O-])cc1
22) CC1=C(C(=O)Nc2ccccc2)C(c2ccco2)C(C#N)=C(SCC(=O)OC(C)C)N1 (configuration not stated)
23) CC(C)(C)NC(=O)C1CCC(C)(C(=O)O)C1(C)C (configuration not stated)
24) COc1cccc(C(=O)NC(=S)Nc2ccccc2N2CCCCC2)c1
25) OC1(c2ccc(Cl)cc2)CCN(Cc2cn[nH]c2-c2ccc(F)cc2)CC1
26) CCOC(=O)COC(=O)c1ccc(Oc2cc(C)nc(SC)n2)cc1
27) COc1ccc(N(C=O)C(=S)SC)cc1
28) CCC1CCCCN1c1nc2c(C=O)c(C)nn2c2ccccc12 (configuration not stated)
29) O=C(Nc1sc2c(c1-c1nc3ccccc3[nH]1)CCCC2)C1CCCC1
30) Nc1[nH]n(-c2ccccc2)c(=O)c1N=Nc1ccc2ncsc2c1

Screen / compound no.	21	22	23	24	25	26	27	28	29	30
Shiga toxin inh	8	9	-10	25	-5	7	-9	-6	17	38*
Pf growth 48h	62%[activator]	2.3µM*	8%	7.4µM*	13µM*	-4%	-19%	u	12µM*	-17%
HCV inh	2%	-4%	5%	u	8.9µM*	24%	10%	10µM*	u	6%
LmPK inhibitor	16%	10%	-2%	-7%	1%	0%	-4%	9%	1%	-5%
Pf growth 96h	93%[activator]	7.4µM*	29%	u	u	2%	23%	u	13µM*	-33%
Tb PYK inh	-20%	-5%	-18%	-12%	3%	-3%	2%	1%	-5%	-11%
Cycloheximide cs	-5	-2	-2	4	-2	-4	-3	-1	21*	41*

# 12 entries from above, sorted by SMILES length, rising.
27) COc1ccc(N(C=O)C(=S)SC)cc1
18) NC(=O)c1sc2nc(-c3ccccc3)ccc2c1N
23) CC(C)(C)NC(=O)C1CCC(C)(C(=O)O)C1(C)C (configuration not stated)
28) CCC1CCCCN1c1nc2c(C=O)c(C)nn2c2ccccc12 (configuration not stated)
20) CC(=O)OC(C)(CCC(C)(OC(C)=O)C(C)=O)C(C)=O (configuration not stated)
26) CCOC(=O)COC(=O)c1ccc(Oc2cc(C)nc(SC)n2)cc1
19) CNC(=S)N(Cc1cc2ccc(OC)cc2[nH]c1=O)CC1CCCO1 (configuration not stated)
21) O=C(CSc1ccccc1C(=O)O)c1ccc([N+](=O)[O-])cc1
29) O=C(Nc1sc2c(c1-c1nc3ccccc3[nH]1)CCCC2)C1CCCC1
25) OC1(c2ccc(Cl)cc2)CCN(Cc2cn[nH]c2-c2ccc(F)cc2)CC1
22) CC1=C(C(=O)Nc2ccccc2)C(c2ccco2)C(C#N)=C(SCC(=O)OC(C)C)N1 (configuration not stated)
16) Cc1sc2ncn(CC(=O)N3CCC(C(N)=O)CC3)c(=O)c2c1S(=O)(=O)N1CC(C)CC(C)C1 (configuration not stated)

Screen / compound no.	27	18	23	28	20	26	19	21	29	25	22	16
Shiga toxin inh	-9	97*	-10	-6	10	7	9	8	17	-5	9	-12
Pf growth 48h	-19%	u	8%	u	6%	-4%	-23%	62%[activator]	12µM*	13µM*	2.3µM*	u
HCV inh	10%	9%	5%	10µM*	12%	24%	-29%	2%	u	8.9µM*	-4%	-3%
LmPK inhibitor	-4%	1%	-2%	9%	-2%	0%	-1%	16%	1%	1%	10%	-1%
Pf growth 96h	23%	0%	29%	u	2%	2%	13µM*	93%[activator]	13µM*	u	7.4µM*	-9%
Tb PYK inh	2%	-3%	-18%	1%	6%	-3%	-4%	-20%	-5%	3%	-5%	2%
Cycloheximide cs	-3	35*	-2	-1	-2	-4	-4	-5	21*	-2	-2	1

# Next section
31) COc1ccccc1CNC(=O)CN1c2cccc3cccc(c23)S1(=O)=O
32) CN1CCN(c2ccc(NC(=O)c3ccc([N+](=O)[O-])o3)cc2Cl)CC1
33) Cc1ccc(S(=O)(=O)NCc2cn3c(C)csc3n2)cc1
34) Cc1cc(C)n2ncc(C(=O)Nc3ccc(Cl)c(Cl)c3)c2n1
35) CCOc1ccc(-n2c(=S)sc3c(=O)n(-c4ccccc4)c(SC)nc32)cc1
36) O=C(COC(=O)c1ccncc1)NC(=O)C1CCCCC1
37) Cc1onc(-c2c(Cl)cccc2Cl)c1NC(=O)N(C)N
38) O=C(NO)c1ccc(C(=O)N(C2CCCCC2)C2CCCCC2)cc1
39) Cc1ccc(NC(=O)n2ncc3c(C)cccc32)c(C)c1
40) CCCn1c(SCC(=O)N2CCN(C(C)=O)CC2)nc2sc3c(c2c1=O)CCC3

Screen / compound no.	31	32	33	34	35	36	37	38	39	40
Shiga toxin inh	x	55	-17	-1	13	-20	10	32	34*	-14
Pf growth 48h	u	u	x	36%[activator]	-19%	28%	36%[activator]	3.3µM*	117%[activator]	u
HCV inh	u	22µM*	25%	-16%	-13%	15%	14%	u	u	1%
LmPK inhibitor	x	-3%	2%	-1%	-1%	3%	-5%	3%	2%	1%
Pf growth 96h	u	4%	72%[activator]	u	0%	66%[activator]	17%	6%	2%	13µM*
Tb PYK inh	-2%	0%	4%	-12%	5%	-1%	3%	5%	3%&0%	0%
Cycloheximide cs	x	29*	-4	1	20	-5	-3	-3	38*	-4

41) Cc1ccccc1NC(=O)CSc1nc2scc(C)c2c(=O)[nH]1
42) CN(C(=O)C1CCC(=O)N(C2CC2)C1)C1CCCCC1 (configuration not stated)
43) O=C(c1ccc2c(=O)n(C3CCCC3)c(=S)[nH]c2c1)N1CCCCCC1
44) CCOc1ccc(OCc2ccc(C(=O)Nc3cccnc3)o2)cc1
45) O=c1oc2ccc3ccccc3c2c2c1SC(C(F)(F)F)C2 (configuration not stated)
46) COc1ccc(OC)c(/C=N/NC(=O)CC(=O)NCc2ccccc2)c1
47) COc1cccc(-c2cc(N)nn2C(=O)Nc2ccc(Cl)cc2)c1
48) CCOC(=O)C1(CC2CCCCO2)CCN(Cc2cc(F)ccc2-n2cccn2)CC1 (configuration not stated)
49) CCn1nc(C)cc1C(=O)N1CCCC(N2CCN(c3cccc(Cl)c3)CC2)C1 (configuration not stated)
50) CN1CCN(C2=C(Cl)C(=O)N(Cc3ccccc3)C2=O)CC1
51) COc1ccccc1OCCNC(=O)c1ccc(Br)cc1
52) CC(=O)NC(=S)NNC(=O)COc1ccc(Br)cc1

Screen / compound no.	41	42	43	44	45	46	47	48	49	50	51	52
Shiga toxin inh	-12	17	3	158*	-2	-19	18	72	-8	-9	62*	32
Pf growth 48h	32%[activator]	9%	u	12µM*	16%	35%	u	17%	u	-17%	31%[activator]	17%
HCV inh	4%	2%	u	-15%	-1%	-9%	-6%	1%	x	-16%	-5%	u
LmPK inhibitor	-2%	1%	12%	3%	8%	5%	1%	-4%	-1%	3%	2%	26%
Pf growth 96h	2%	-19%	u	9.3µM*	x	-5%	12µM*	-25%	u	-9%	u	25%
Tb PYK inh	3%	1%	-11%	-6%	-8%	7%	5%	2%	x	5%	3%	-23%
Cycloheximide cs	-4	4	-2	31*	-2	-2	11	27*	-2	4	36*	21*

# From PubChem BioAssay
